# 5HT1E ag: agonists of human 5-HT1E serotonin receptor | P28566 | CHO 5-HT1E Ga15 NFAT-bla reporter, FRET; 0% DMSO wells, 100% control agonist wells | activation, % at 6 µM | actives 0.69% (n = 65,000) | AID 574;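 active = activation above a set limit, the screen-wide mean activation plus 3 SD, cut at about 8.5% in these data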;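 also: 100% = positive control agonist at 1 µM giving full maximal response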
# HER2 expr 66K: inhibitors of human Her2 kinase expression. actives 0.69% (n = 65,000). P04626. SKBR-3 HER2 protein level, AlphaScreen, 18-24 h; hits give low values. HER2 level % of control, % at 10 µM. AID 645;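 active = HER2 level under 5% of the carrier-only control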;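 also: 100% = DMSO carrier and 0% = 500 nM PU-H71 HSP90 inhibitor; lower value means stronger loss of Her2 protein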
# S1P3 ag: activates the human S1P3 receptor | Q99500 | S1P3 NFAT-BLA reporter cells, agonism, FRET ratio; relative to 1 µM S1P, basal subtracted | actives 0.1% (n = 60,000) | activation, % at 4.5 µM;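 active = activation above the screen-wide mean plus 3 SD, cut at about 4.5% in these data, passing the limit was not always enough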; also: some compounds called inactive have numbers as strong as hits
# Target sequence (Q99500 whole entry, looked up): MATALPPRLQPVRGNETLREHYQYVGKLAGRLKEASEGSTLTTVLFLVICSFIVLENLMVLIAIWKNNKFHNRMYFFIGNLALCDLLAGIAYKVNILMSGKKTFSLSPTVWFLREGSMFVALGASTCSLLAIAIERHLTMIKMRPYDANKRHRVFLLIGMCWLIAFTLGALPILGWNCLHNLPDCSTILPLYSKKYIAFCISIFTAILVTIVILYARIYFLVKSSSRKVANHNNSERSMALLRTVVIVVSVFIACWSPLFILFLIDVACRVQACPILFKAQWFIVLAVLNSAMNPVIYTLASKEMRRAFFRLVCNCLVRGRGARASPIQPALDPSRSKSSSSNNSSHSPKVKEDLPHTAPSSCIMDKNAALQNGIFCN
#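 Benchmarks: high control 1 µM S1P / System: stable CHO line with human S1P3, Gα16, NFAT-BLA reporter / Dosing: single compound concentration, 4.5 µM final / Timing: 4 h compound at 37 °C, 2 h substrate at RT / Measured by: FRET β-lactamase substrate fluorescence, excitation 405 nm, 460/535 nm emission ratio, background-subtracted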
# Jurkat viability: cytotoxicity toward Jurkat cells; Jurkat E6.1 viability, ATP luminescence, 48 h; inhibition, % at 4 µM; actives 1.2% (n = 56,000);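 active = inhibition above the mean inhibition of all tested compounds plus 3 SD, cut at about 28% in these data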
# S1P1 ag pot: activates or potentiates agonism at human S1P1 receptor; P21453; S1P1 CRE-bla cells, forskolin, beta-lactamase FRET, potentiator mode; S1P1 agonist co-added at EC20, 2 nM; 100% = saturating reference agonist, 0% = basal; activation, % at 9.5 µM; actives 0.57% (n = 56,000);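 active = activation above a cutoff set at the mean activation of all tested compounds plus 3 SD, cut at about 54% in these data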;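 also: forskolin at 4 µM as EC80 and the EC20 agonist is SEW2871; 100% = SEW2871 at its EC100 plus forskolin at EC80; some compounds past the cut are filed as inactive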
# Target sequence (P21453 whole entry, looked up): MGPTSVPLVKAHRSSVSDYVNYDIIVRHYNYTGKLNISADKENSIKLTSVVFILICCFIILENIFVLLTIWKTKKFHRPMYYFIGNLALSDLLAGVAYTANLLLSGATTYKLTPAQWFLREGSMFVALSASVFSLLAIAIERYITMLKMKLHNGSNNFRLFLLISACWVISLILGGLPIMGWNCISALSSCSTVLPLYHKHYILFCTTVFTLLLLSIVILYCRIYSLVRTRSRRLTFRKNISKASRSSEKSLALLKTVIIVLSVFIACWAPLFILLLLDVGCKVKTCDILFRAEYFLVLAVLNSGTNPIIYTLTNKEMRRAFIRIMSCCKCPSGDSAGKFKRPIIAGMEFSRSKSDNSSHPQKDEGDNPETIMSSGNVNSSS
# M1 ag: M1 muscarinic receptor agonism; actives 3% (n = 64,000); CHO-M1 cells, Fluo-4 calcium fluorescence, agonist mode; hits give high values; B-score at 10 µM; AID 626;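 active = fluorescence rise, raw or as B-score row- and column-corrected plate score, outside the 99.7% band of its plate's samples, either direction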
# HEK293 NFkB inh: inhibitors of the PMA/ionomycin-induced NF-kB reporter in HEK293 cells | HEK-293 NF-kB luciferase reporter, luminescence | inhibition, % at 3 µM | actives 0.21% (n = 62,000) | AID 465;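 active = inhibition above the mean of all tested compounds plus 3 SD, cut at about 40% in these data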;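 also: 0% = stimulated DMSO wells and 100% = 10 µM reference inhibitor 5653914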
#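 Timing: 1 h pretreatment, 16 h stimulation, 37 °C; system: HEK-293 cells with stable firefly luciferase reporter driven by four HIV NF-kB elements; doses: 3 µM once, 0.30% DMSO; measured by: luciferase luminescence; control set: DMSO and 10 µM reference inhibitor; repeats: single test; reagent: PMA plus ionomycin mix as NF-kB-activating stimulus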
# M1 antag: blocks the rat M1 muscarinic receptor response to acetylcholine. P08482. CHO-M1 cells, Fluo-4 calcium, ACh EC80 antagonist mode; hits give low values. B-score at 10 µM. actives 3.4% (n = 64,000). AID 628;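 active = calcium fluorescence response, raw or row-and-column corrected B-score, differing from the plate sample mean either way at a set confidence level, mostly lower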
# 5HT1E antag: 5-HT1E (human) receptor antagonism; CHO 5-HT1E Ga15 NFAT-bla reporter, FRET, antagonist; AID 571; actives 0.99% (n = 65,000); P28566; inhibition, % at 6 µM;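 active = inhibition above a set limit, the mean inhibition across every tested compound plus 3 SD, cut at about 29% in these data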;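 also: signal is the 460 over 535 nm emission ratio of beta-lactamase substrate; 0% = agonist plus DMSO wells and 100% = wells without agonist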
# Active calls of the source: *; . = not tested or not shown.
SMILES,5HT1E ag,HER2 expr 66K,S1P3 ag,Jurkat viability,S1P1 ag pot,M1 ag,HEK293 NFkB inh,M1 antag,5HT1E antag
O=C(NCCc1ccncc1)Nc1ccccc1Cl,-0.7,88,-0.6,-4,.,0.37,17,0.17,-13
O=C(NCc1ccc2c(c1)OCO2)c1ccc(NS(=O)(=O)c2ccc3c(c2)OCCO3)cc1,-0.6,95,-0.2,2,-32,-0.39,14,0.18,0
COc1c(Cl)ccc(Cl)c1C(=O)NC(=O)N1CCOCC1,-1.7,103,-0.6,1,-2,-0.051,8,1.2,5
COC(=O)C1=C(N)Oc2cc(C)n(C)c(=O)c2C1c1ccc(Cl)cc1 (centres undefined),-0.6,92,-1.0,-8,-10,-1.1,20,0.03,9
FC(F)(F)c1cccnc1N1CCN(c2ncnc3nc[nH]c23)CC1,0.6,89,-0.7,-2,8,-0.04,12,0.096,5
Cc1nn(-c2ccccc2)c2sc(C(=O)OCn3nnc4ccccc4c3=O)cc12,0.2,70,-0.6,-4,2,0.4,8,0.29,0
c1ccc(-n2ncc3c(NCCCN4CCOCC4)ncnc32)cc1,0.5,94,-0.5,0,-6,0.45,-12,0.1,-16
Cc1cc(Oc2ccccc2)nc2ccc(O)cc12,-1.1,90,-1.2,6,2,0.77,-2,0.44,9
O=C(Nc1ccccc1-c1nc2ccccc2s1)c1ccco1,1.4,62,-1.0,7,-16,0.27,0,1.4,-6
CC(NC(=O)c1ccco1)c1ccc2c(c1)OCCO2 (centres undefined),0.3,124,0.7,-2,-11,0.019,17,0.095,-6
Cn1c2ccccc2c2c(C(=O)N3CCN(c4ccccc4)CC3)cn(C3CCCC3)c(=O)c21,0.9,70,.,.,.,0.013,10,-0.26,-3
CCOC(=O)N1CCC(C(=O)Nc2ccc(OCC)cc2)CC1,1.1,93,-0.8,3,12,-0.061,9,-0.15,2
COc1ccc(CCNC(=O)CC2Nc3ccccc3NC2=O)cc1OC (centres undefined),1.1,97,-1.4,1,-14,-0.28,20,-0.2,-2
Fc1cccc(Cl)c1CSc1ncn[nH]1,0.3,88,.,.,.,0.74,13,1.3,25
CCOC(=O)N1CCC(NC(=O)c2cn(-c3ccc(OC)cc3)c(=O)c3ccccc23)CC1,0.4,119,-1.1,3,14,0.33,12,0.33,-1
COCCN(CC(=O)NCc1ccccc1)C(=O)CCC(=O)Nc1ccccn1,-0.6,127,-0.1,2,-5,0.62,4,0.44,7
COC(=O)[C@@H](N)Cc1ccc(O)cc1,-0.1,109,2.5,.,3,0.046,.,-0.092,-2
CCN(CC)C(=O)CSC(=Nc1ccccc1F)NC#N,-0.5,176,-1.1,-8,82,-0.43,-2,1,-1
O=C(CC1CCS(=O)(=O)C1)Nc1ccc[nH]c1=O (centres undefined),-0.1,85,-0.9,-1,-11,-0.63,15,0.28,1
COc1ccccc1C(=O)N1CCN(S(=O)(=O)Cc2ccccc2)CC1,-1.1,86,-0.5,-4,-10,-0.7,1,-0.44,10
CCCC(=O)c1ccc(N2CCN(C(=O)c3ccccc3)CC2)c(F)c1,2.0,84,-2.1,5,23,4.1*,15,-2.4,-9
CCN1CCN(CCNC(=O)c2cn(Cc3ccccc3F)nn2)CC1,-0.4,94,0.3,-2,-2,0.0061,3,0.04,-4
Cc1ccccc1OCC(O)Cn1c(NCc2ccco2)nc2c1c(=O)n(C)c(=O)n2C (centres undefined),0.9,100,-0.2,3,-15,0.18,9,0.025,-8
Cc1nn(C)c(N)c1C(O)(c1nccn1C)C(F)(F)F (centres undefined),-0.7,111,4.0,-1,12,-0.0011,4,-0.035,-6
CC(=O)Nc1ccc(-c2cn3ccsc3n2)cc1,1.0,106,-0.4,-6,.,1.4,-9,0.46,-7
Cc1cc(=O)n(C)c(=O)n1CC(=O)N1CCCCCC1,-0.4,120,-0.5,0,0,-1.1,13,0.53,-1
CC(C)N(Cc1nc(-c2ccccc2)no1)C(=O)C(C)(C)C,0.8,129,-0.7,4,.,0.031,6,0.48,3
CCn1c(SCC(=O)Nc2cc(C)ccc2C)nc2c(c1=O)SC(C)C2 (centres undefined),0.6,50,-0.8,-2,-6,1.3*,9,0.45,0
COc1ccc(CCNC(=O)CSc2nnnn2-c2ccccc2)cc1,-1.3,93,-1.6,-2,-5,0.19,8,-0.0074,17
COc1cc2sc(C)nc2c2sccc12,1.7,86,-1.2,-4,-15,-0.6,14,-0.49,-4
CCC(C)NC(=O)c1n[nH]c(=O)c2ccccc12 (centres undefined),-0.6,98,0.0,-2,-14,0.12,15,0.3,-8
Cn1cccc1C(=O)OCC(=O)c1cc2ccccc2o1,-0.7,115,.,.,.,-0.049,5,-0.12,-5
COc1ccc(OCC(=O)Nc2ccc(S(=O)(=O)N3CCOCC3)cc2)cc1,0.1,99,-0.1,-1,-33,-0.092,-2,1.3,-15
CC(C)(C)n1nnnc1C(c1ccccc1)N1CCc2ccccc2C1 (centres undefined),-0.1,88,-0.6,5,-4,0.0098,14,-12*,9
CCn1c(SCC(=O)Nc2cccc(NC(=O)c3cccs3)c2)nnc1-c1ccncc1,0.3,106,-0.2,-1,10,0.54,22,-0.61,6
Cc1noc(C)c1S(=O)(=O)Nc1ccc(C(=O)NCCc2ccccc2)cc1,-1.0,98,-0.1,-1,-3,-0.098,4,-0.27,-6
O=C(CCNc1n[nH]c(=O)[nH]c1=O)N1CCCCC1,0.1,101,-0.9,-6,-15,0.046,10,0.011,6
O=C(NCc1ccccn1)c1nnc(Cc2ccc(Cl)cc2)o1,1.2,94,-0.5,-3,0,-0.33,18,0.32,4
CCOc1ccc2[nH]c(=O)c(CN(CCCO)C(C)=O)cc2c1,-0.3,82,-0.1,4,2,0.39,-11,-0.54,0
CCOc1ccc(Nc2cc(C)nc(N3CCOCC3)n2)cc1,0.7,97,-0.7,4,-15,-0.001,2,0.2,6
Cc1ccc(-c2nc3ccccc3[nH]2)s1,-0.9,119,0.0,16,-16,-0.57,-41,0.22,1
Nc1cc(C(=O)N2CCCC2)cc(C(=O)N2CCCC2)c1,-0.3,170,0.8,-9,1,-0.23,21,-0.54,1
O=C(OCCNC(=O)c1cc2ccccc2oc1=O)c1cccnc1,-0.7,122,-0.2,1,-7,-0.67,1,-0.2,-7
CC1(C)CC(=O)C(C=Nc2ccc3c(c2)OCO3)=C(O)C1,-0.2,65,-1.3,-5,20,-0.9,3,1,31*
CCN(CC)c1ccc(NC(=O)CSc2nc3ccccc3c(=O)[nH]2)cc1,-0.5,134,-1.1,13,3,-0.76,15,-0.22,8
COc1ccc(Nc2nc(C)c3ccccc3n2)cc1,0.8,84,0.0,-4,0,-0.0061,-17,0.12,-11
N#Cc1ccc(NC(=O)Nc2ccc(Cl)cc2)cc1,0.5,38,-0.1,13,129*,3.1*,-12,-0.34,14
O=c1c2c3c(sc2n2cnnc2n1-c1ccccc1)N(Cc1ccccc1)CCC3,1.1,102,-0.3,2,22,-1.5,11,-0.82,-2
CN1C(=O)CSc2ccc(NC(=O)N3CCN(c4ccccn4)CC3)cc21,0.0,71,0.8,4,-27,-1.1,7,-0.76,-8
Cc1cc(=O)oc2c1c(C)nn2-c1nn[nH]n1,-0.6,118,-1.0,0,-24,-0.036,-7,-0.25,-1

# Ordered by length of the SMILES (rising): some entries from above.
SMILES,5HT1E ag,HER2 expr 66K,S1P3 ag,Jurkat viability,S1P1 ag pot,M1 ag,HEK293 NFkB inh,M1 antag,5HT1E antag
N#Cc1ccc(NC(=O)Nc2ccc(Cl)cc2)cc1,0.5,38,-0.1,13,129*,3.1*,-12,-0.34,14
Nc1cc(C(=O)N2CCCC2)cc(C(=O)N2CCCC2)c1,-0.3,170,0.8,-9,1,-0.23,21,-0.54,1
CC1(C)CC(=O)C(C=Nc2ccc3c(c2)OCO3)=C(O)C1,-0.2,65,-1.3,-5,20,-0.9,3,1,31*

# Continuation:
SMILES,5HT1E ag,HER2 expr 66K,S1P3 ag,Jurkat viability,S1P1 ag pot,M1 ag,HEK293 NFkB inh,M1 antag,5HT1E antag
O=C(OCC#CCSc1nc2ccccc2s1)c1ccco1,-0.1,84,-0.6,0,-10,0.71,-10,-0.14,2
Nc1c(C(=O)OCC2CCCO2)c2nc3ccccc3nc2n1C1CCCC1 (centres undefined),2.0,21,-1.2,6,-5,2.1,15,-0.79,12
Cc1ccc(S(=O)(=O)C2(C(=O)Nc3ccc4c(c3)OCO4)CC2)cc1,0.5,107,0.9,-4,-14,0.22,-1,0.33,-7
Cn1c(=O)c(NC(=O)c2ccccc2)c2n(c1=S)CCCCC2,-0.1,100,-1.0,-2,9,-0.63,9,0.078,7
C=CCn1c(SCC(=O)NCCCC)nc2scc(-c3ccco3)c2c1=O,1.1,82,0.0,0,19,-2.4,5,0.63,18
CSC(=NC1CCCCC1)NS(=O)(=O)c1ccccc1,-0.3,81,.,.,.,-0.69,14,0.83,-4
Cc1nn(CC(=O)N(C)C)c(=O)c2ccccc12,-0.5,108,-0.5,-6,-17,4.2*,9,0.41,-9
O=C(CSc1nnc(Cn2c(=O)sc3ccccc32)n1-c1ccccc1)N1CCOCC1,-1.4,119,-0.7,7,6,-0.54,28,-0.48,6
Cc1cc(C)n(-c2cc(-n3nc(C)cc3C)ncn2)n1,0.2,117,-2.0,0,-2,.,14,.,5
CCc1noc(C)c1C(=O)Nc1sc(C(=O)N(C)C)c(C)c1C(=O)OC,0.5,87,2.5,-6,-27,-0.93,15,0.98,3
O=C(CN1CCOCC1)N1CCN(S(=O)(=O)c2ccccc2)C1c1ccccc1 (centres undefined),-0.9,84,0.1,-5,1,0.41,9,0.39,-9
CS(=O)(=O)NCCSCc1ccco1,-0.4,92,-1.0,2,7,-0.31,11,-0.085,11
COc1ccc(C(C)C)cc1S(=O)(=O)N1CCN(C)CC1,1.1,75,.,.,.,-0.052,11,-1.1,-8
CCOC(=O)Nc1sc(C)nc1-c1ccccc1,0.3,112,-0.6,0,26,-0.66,2,0.7,-2
CCOC(=O)N1CCC(Nc2c(NCCCN(C)Cc3ccccc3)c(=O)c2=O)CC1,0.4,85,0.1,-2,-15,0.049,-6,0.7,-8
O=C(Nc1ccc(O)cc1)C1CCCN1S(=O)(=O)c1ccc(F)cc1 (centres undefined),1.4,90,-0.6,-8,-14,4.1,7,-0.47,-6
Cc1noc(C)c1COc1ccc(C(=O)OCc2nnc(-c3ccc(Cl)cc3)o2)cc1,-0.5,106,0.4,0,-6,2.6,-8,-1.5,0
FC(F)(F)c1ccc(N2CCN(c3ncnc4c3nnn4Cc3ccccc3)CC2)nc1,-0.8,68,0.7,5,-5,0.33,22,-0.41,0
CC1CCCN(c2nc3c(c(=O)n(C)c(=O)n3C)n2Cc2ccccc2)C1 (centres undefined),0.8,79,.,.,.,1.1,10,-0.34,8
CCCCOc1cccc(C2(C(=O)O)CCCC2)c1,3.6,97,-0.9,5,-9,0.83,5,0.88,0
O=C(Nc1ccc(N2CCN(Cc3ccccc3)CC2)cc1)c1ncn[nH]1,-0.7,99,-1.1,-6,-14,0.06,-5,0.21,-5
